Peg3 imprint: qHTS Assay for Compounds that Induce Erasure of Genomic Imprints; hit rate 0.02% among 110,000; mouse ES Peg3-LacZ reporter, beta-gal luminescence, 40 h; Potency, µM (series often up to 60.7 µM), inactives show at the top dose activity change, positive = activation, usual class: activators; AID 1948, 2009;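 note: 0% = negative control wells on the plate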
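Readout: BetaGlo luminescence (5 min, room temp) for LacZ from the normally silent maternal Peg3 allele in female Peg3LacZ-Neo ES cells. Cells 300/well, 40 h, 37C, 5% CO2. Data normalized per plate to negative controls.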
IkB signaling: IkB Signaling; hit rate 0.04% among 110,000; Potency, µM (highest dose often 57.1 µM), inactives show top-dose IkBa stabilization activation; ABC-DLBCL IkBa-CBG/CBR dual luciferase ratio, 4 h; response scale: scaled: untreated 0%, proteasome inhibitor 100%; active = well fitted curve in the direction sought with a large enough effect in the signal ratio, not every such curve was filed as active; inconclusive = small, poorly fitted or top-dose-only effect, or a change in a side signal; the % refers to the signal ratio;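 note: the direction sought is a rising ratio; 0% = basal untreated cells and 100% = reference inhibitor full response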
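In this assay, an IκBα–CBG68 fusion accumulates when IKK-driven degradation is blocked; native CBR normalizes for cell number. OCI-Ly3 cells were treated 4 h with compound and doxycycline, then green and red light read after Chroma-Glo addition.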
p53ts 39C tox: qHTS Screen for Compounds that Selectively Target Cancer Cells with p53 Mutations: Cytotoxicity of p53ts Cells at the Nonpermissive Temperature | H1299-p53A138V viability at 39C, ATP luminescence, 24 h | Potency, µM (series often up to 46.1 µM), for the others: top-dose activity change, negative = cell killing, usual class: cytotoxic | hit rate 1.5% among 130,000; note: nearly all actives have a fitted effect of over 55% in size
p53ts 32C tox: qHTS Screen for Compounds that Selectively Target Cancer Cells with p53 Mutations: Cytotoxicity of p53ts Cells at the Permissive Temperature | H1299-p53A138V at 32C, ATP luminescence viability, 24 h | Potency, µM (titrated, usually from 46.1 µM), for the others: at the highest dose activity change, negative = cytotoxicity, usual class: cytotoxic | hit rate 0.93% among 130,000;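 note: 0% = DMSO and -100% = full killing by reference compound; nearly all actives have a fitted effect of over 55% in size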
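ATP-content luminescence (ATPlite) read-out after 24 h compound exposure at 32C in H1299-p53A138V cells (600/well). Tested up to 46 uM. Normalized to DMSO (0%) and 100 uM tamoxifen (100% killing); Hill-fit AC50.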
* marks the source's active call; other numbers are inactive results; u = inconclusive; x = not tested or not shown; & = joins results of further samples; [ ] = dose if it differs, or a comment. Unless noted, calls come from the whole dose curve; as a rule, active = well fitted curve in the direction sought with a large enough effect; inconclusive = small, poorly fitted or top-dose-only effect, or another doubt; inactive = no such curve, though single readings can be large; an effect the other way counts as inactive or inconclusive. Unless noted, % is set by controls: 0 for no effect and ±100 for the full control effect; potency is the fitted concentration of half-maximal effect.

SMILES	Peg3 imprint	IkB signaling	p53ts 39C tox	p53ts 32C tox
Fc1ccc(Nc2ncnc3onc(-c4cccc(Cl)c4)c23)c(F)c1	-8%[10.9 µM]	u	-19%	-4%
CCCC1=C(C(=O)OCC)C(c2ccccc2OCC)NC(=O)N1C (stereo unspecified)	-9%	-1.5%	-7%	4%
O=C(Oc1ccccc1C(=O)Oc1ccccc1)c1ccco1	-7%	0.3%	-2%	-1%
CCC(CC)C(=O)Nc1ccc(S(=O)(=O)N2CCC(c3nc4ccccc4s3)CC2)cc1	-7%[10.9 µM]	u	-4%	0%
O=C(Nc1cccc(OCc2cc(=O)n3ccccc3n2)c1)c1ccccc1Br	8%[10.9 µM]	1.5%	0%	-13%
CC1=C(C(=O)N2CCc3ccccc32)C2(CCC(C)CC2)OC1=O (stereo unspecified)	-16%	0.7%	-15%	-3%
Cc1ccc2c(Cl)cc(Cl)c(OCc3c(C)noc3C)c2n1	1%	-0.5%	-6%	5%
O=C(CCCn1c(=O)[nH]c2cc(Cl)ccc2c1=O)NCCN1CCN(c2ccccc2)CC1	-18%	4.0%	7%	-1%
Cc1ccc(S(=O)(=O)N[C@H](CN)C(=O)O)cc1	-14%[10.9 µM]	0.1%[11.4 µM]	8%[9.22 µM]	6%[9.22 µM]
CCc1nnc(NC(=O)NCN2C(=O)C3C4C=CC(C4)C3C2=O)s1 (stereo unspecified)	-11%	-0.1%	-4%	2%
COc1ccc(CCNS(=O)(=O)c2ccc3c(c2)c(=O)n(C)c(=O)n3C)cc1OC	6%[10.9 µM]	u	16%	11%
CC1CN(CCC(=O)Nc2ccc3c(c2)OCO3)CC(C)O1 (stereo unspecified)	0%	-0.1%	3%	-2%
CCc1ccc(N2CCn3c2nc2c3c(=O)n(CCCc3ccccc3)c(=O)n2C)cc1	-11%[10.9 µM]	-1.0%	-7%	-1%
CSc1ccc(CCNC(=O)Cn2ncn3c(cc4ccccc43)c2=O)cc1	-6%[10.9 µM]	-2.1%	-13%	3%
CS(=O)(=O)N1CCN(C(=O)c2c(F)cccc2F)CC1	-9%	-2.1%	11%	1%
Clc1ccc2nc(CSc3nnc(-c4c[nH]c5ccccc45)o3)cn2c1	3%	0.3%	4%	-1%
Cc1ccc(NC2=NCC(=O)N2Cc2ccc3c(c2)OCO3)cc1	-10%	-0.5%	4%	4%
CC(=O)Nc1ccc(S(=O)(=O)N2CCN(c3nc(NC4CCCC4)c4ccccc4n3)CC2)cc1	-31%[inhibitor]	u	u	u
CCCS(=O)(=O)c1nc(S(=O)(=O)c2ccc(C)cc2)c(NC)s1	5%[10.9 µM]	-0.6%	-7%	8%
COC(=O)c1c(-c2cccs2)csc1NC(=O)COc1c(C)ccc(C)c1C	-10%[10.9 µM]	u	11%	-2%
Cc1c(C(=O)N(Cc2ccc(N(C)C)cc2)CC2CCCO2)oc2ccc(Br)cc12 (stereo unspecified)	-2%[10.9 µM]	-0.9%	-25%	6%
CC(=O)Nc1ccc(NC(=O)CSc2nc3ccccc3nc2N2CCCCC2)cc1	-4%[10.9 µM]	4.0%	-6%	-4%
NC(=O)NCC12CC3CC(CC(C3)C1)C2	0%	2.5%	-3%	6%
CCCn1c(NCc2ccccn2)nc2ccccc21	x	x	-1%	3%
N=C1C=CC(=C(c2ccc(N)cc2)c2ccc(N)cc2)C=C1	-26%[10.9 µM]	14%[11.4 µM]	-6%[9.22 µM]	-8%[9.22 µM]

The results go on:
SMILES	Peg3 imprint	IkB signaling	p53ts 39C tox	p53ts 32C tox
COC(=O)c1sc(S(=O)(=O)N2CCCCC2)c(C(=O)OC)c1C	-6%	-0.4%	-10%	0%
CC(=O)N1CCc2cc(S(=O)(=O)NC(Cc3ccccc3)C(=O)Nc3cc(C)ccc3C)ccc21 (stereo unspecified)	-6%[10.9 µM]	-1.3%	-1%	-2%
c1ccc(-n2c(SCC3CCCCO3)nnc2-c2cccs2)cc1 (stereo unspecified)	3%	-0.3%	2%	9%
COc1cc2c(cc1NS(=O)(=O)c1cccc(C#N)c1)n(C)c(=O)n2C	-10%[10.9 µM]	0.4%	-1%	10%
CCN(CC)C(=O)C1=C(C)Nc2nc3ccccc3n2C1c1cccc(OC)c1 (stereo unspecified)	9%[10.9 µM]	4.9%	10%	8%
COC(=O)N1CCC[C@@]2(CCN(c3ccccn3)C2)C1	x	-1.6%[11.4 µM]	-11%	-18%
CCN(CC)S(=O)(=O)c1ccc2c(c1)N(CC(=O)N1CCN(c3cccc(OC)c3)CC1)C(=O)CO2	-17%[10.9 µM]	0.5%	19%	7%
Cc1cc(-c2ccccc2)nn1-c1nc2c(c(=O)[nH]c(=O)n2C)n1C	10%	-4.4%	-10%	-3%
COc1ccc(C2=NN(C(=O)c3cccs3)C(c3ccc(OC)cc3)C2)cc1 (stereo unspecified)	x	x	-16%	-6%
CCn1c(SCC(=O)Nc2nc3ccc(OC)cc3s2)nnc1-c1ccoc1C	-7%	0.7%	10%	5%
O=C(NCCCN1CCOCC1)c1ccc(CS(=O)(=O)c2ccc(Br)cc2)o1	-11%	1.3%	-1%	6%
CC1CCN(CC2CCN(C(=O)NCc3ccccc3)CC2)CC1	-17%[10.9 µM]	-1.4%	4%	1%
COc1ccc(CCNC(=O)c2ccc3c(c2)sc2nc(-c4ccc(C)cc4)cn23)cc1OC	-12%[10.9 µM]	u	-4%	u
CCOc1ccc(S(=O)(=O)NCc2csc(C)n2)cc1	-15%	-3.1%	-6%	19%
CC(Sc1nc(-c2ccccc2)c(C#N)c(=O)[nH]1)C(=O)Nc1ccc(F)cc1 (stereo unspecified)	-17%[10.9 µM]	u	2%	3%
O=C(c1ccc(S(=O)(=O)NCC2CCCO2)cc1)N1CCc2ccccc21 (stereo unspecified)	-3%	u	-8%	-13%
O=c1c(-c2ccc(F)cc2)nc2cnc(Oc3ccccc3)nc2n1C[C@H]1CCCO1	x	-0.5%[11.4 µM]	12%	-6%
CCCc1nnc(SCCSc2nnc(CCC)n2N)n1N	-2%	0.6%	5%	0%
COCc1cc(C)nc(N2CCOCC2)c1C#N	-2%	-1.8%	7%	8%
COc1ccc(OCCCCn2c(C3CC(=O)N(c4cccc(Cl)c4)C3)nc3ccccc32)cc1 (stereo unspecified)	6%[10.9 µM]	0.9%	u	-1%
COC(=O)c1ccc(CSc2nnc(NCc3ccccc3)s2)o1	4%	1.1%	-28%	-27%
N#Cc1nc(COc2ccccc2Cl)oc1NCCc1ccccc1	-6%[10.9 µM]	u	-20%	-9%
CCCC(=O)N=C1SC2CS(=O)(=O)CC2N1c1ccc(CC)cc1 (stereo unspecified)	-5%	11%	-5%	13%
CC(C)Cn1c(=O)n(C)c(=O)c2[nH]cnc21	2%&-12%&-6%	-4.0%	-8%&4%&6%	-1%&21%&-7%
COc1ccc(S(=O)(=O)N(CC(=O)Nc2cccnc2)c2ccc(Cl)cc2)cc1	11%[10.9 µM]	u	-22%	5%

Reprinted from the part before: 3 entries, then new ones.
SMILES	Peg3 imprint	IkB signaling	p53ts 39C tox	p53ts 32C tox
CCCC(=O)N=C1SC2CS(=O)(=O)CC2N1c1ccc(CC)cc1 (stereo unspecified)	-5%	11%	-5%	13%
CC(C)Cn1c(=O)n(C)c(=O)c2[nH]cnc21	2%&-12%&-6%	-4.0%	-8%&4%&6%	-1%&21%&-7%
COc1ccc(S(=O)(=O)N(CC(=O)Nc2cccnc2)c2ccc(Cl)cc2)cc1	11%[10.9 µM]	u	-22%	5%
O=C(NC1CCCCC1)c1ccc2c(c1)N(Cc1ccc(Cl)cc1)C(=O)c1ccccc1S2(=O)=O	-5%[10.9 µM]	u	-2%	10%
COc1ccc(-c2nsc3c(N4CCCC4)ncnc23)cc1	-15%	-0.5%	u	u
Cc1cccc(Oc2ncnc(N)c2[N+](=O)[O-])c1	x	x	10%	21%
COc1ccc(Cl)cc1N=C1NC(=O)CC(C(=O)Nc2ccccc2C(F)(F)F)S1 (stereo unspecified)	-3%[10.9 µM]	u	7%	-1%
COc1cccc2c1cc1c(=O)n(CC(=O)N3CCN(c4ccccc4F)CC3)nc(C)n12	10%[10.9 µM]	-0.6%	-6%	4%
COc1ccc(-c2nc(C)c(CCNC(=O)c3cc(OC)c(OC)c(OC)c3)s2)cc1OC	-8%[10.9 µM]	u	-23%	-1%
CC(=O)C1=C(O)C(=O)N(c2ccc(C)cc2)C1c1ccccn1 (stereo unspecified)	x	x	9%	-4%
Cc1ccc(NC(=O)C2CCCN(S(=O)(=O)c3cccs3)C2)cc1 (stereo unspecified)	-21%	-1.0%	-13%	-21%
CN(C)S(=O)(=O)N1CCCN(S(=O)(=O)N(C)C)CC1	7%	0.8%	4%	3%
CCc1cc2c(N3CCN(c4ccccc4)CC3)ncnc2s1	x	x	-10%	u
Cc1nn(-c2ccccc2)c(-n2cccc2)c1C(=O)NCCc1ccc(Cl)cc1	-13%[10.9 µM]	u	u	78%[activator]
O=C1CC(c2nc3ccccc3n2CCCCOc2ccccc2)CN1c1ccccc1Cl (stereo unspecified)	-5%[10.9 µM]	u	u	u
CCCCN(CC)S(=O)(=O)c1ccc(C(=O)Nc2nnc(-c3cccs3)o2)cc1	-33%[inhibitor]	u	13µM*	u
COC(C)(C)[C@]12CC(O)(c3ccccc3)ON1[C@H]1CCCCC1N2O (stereo partly specified)	7%	0.2%	7%	3%
CCCCCNC(=O)C(C)NS(=O)(=O)c1ccc(OC)cc1 (stereo unspecified)	5%	-0.3%	10%	2%
COCCNC(=O)C1CCCN(c2ncccn2)C1 (stereo unspecified)	-3%	-1.1%	4%	5%
CCn1c(C)cc(/C=C2/NC(=O)N(CC(=O)Nc3cccc(C)c3)C2=O)c1C	x	x	4%	-9%
Cc1cc(=O)n2c(ccc3ccccc32)c1C#N	15%	0.0%	9%	2%
Cc1cc(C(=O)CSC(=S)SC(C)(C)C)ccc1Cl	-8%[10.9 µM]	-0.1%[11.4 µM]	10%[9.22 µM]	-1%[9.22 µM]
COc1ccccc1CNC(=O)CN1C(=O)C(C)N(c2ccc(C)cc2)C1=O (stereo unspecified)	-13%	-1.0%	-6%	11%
CC(C)=CC(=O)Nc1nnc(C)s1	x	x	-12%	-16%
CC1(C)O[C@H]2[C@@H](O1)[C@@H](C(=O)Nc1ccc(F)c(F)c1)O[C@@H]1OC(C)(C)O[C@@H]12	-3%[10.9 µM]	1.5%	4%	8%
CCC(C)Sc1nc2c(cnn2-c2ccccc2)c(=O)[nH]1 (stereo unspecified)	-11%	-0.3%	19%	8%
O=c1c2ccccc2n(Cc2ccccc2Cl)c(=O)n1CCc1ccccc1	-3%[10.9 µM]	u	-14%	7%
O=C(COC(=O)c1ccccn1)Nc1ccccc1Cl	-9%	0.0%	3%	0%
Cc1ccc(C)c(NC(=O)CN2C(=O)c3cccc4cccc2c34)c1	-11%[10.9 µM]	1.7%	7%	-6%
CCOc1ccc(-n2c(C)nc3cc(C(=O)NC4CCCC4)ccc32)cc1	-13%[10.9 µM]	-3.7%	-9%	-5%
O=C(Cn1nnc(-c2ccc(Cl)cc2)n1)NC1CC2CCC1C2 (stereo unspecified)	-13%	1.5%	-10%	-2%
CCOC(=O)N1CCN(C(=O)CN(c2ccc(Cl)c(C(F)(F)F)c2)S(C)(=O)=O)CC1	-12%	2.8%	-6%	-4%
Cc1ccccc1CNC(=O)C(=O)NCC(c1ccco1)S(=O)(=O)c1ccc(F)cc1 (stereo unspecified)	22%[10.9 µM]	5.1%	-9%	6%

Entries above that have an NH in an aromatic ring:
SMILES	Peg3 imprint	IkB signaling	p53ts 39C tox	p53ts 32C tox
O=C(CCCn1c(=O)[nH]c2cc(Cl)ccc2c1=O)NCCN1CCN(c2ccccc2)CC1	-18%	4.0%	7%	-1%
Clc1ccc2nc(CSc3nnc(-c4c[nH]c5ccccc45)o3)cn2c1	3%	0.3%	4%	-1%
Cc1cc(-c2ccccc2)nn1-c1nc2c(c(=O)[nH]c(=O)n2C)n1C	10%	-4.4%	-10%	-3%
CC(Sc1nc(-c2ccccc2)c(C#N)c(=O)[nH]1)C(=O)Nc1ccc(F)cc1 (stereo unspecified)	-17%[10.9 µM]	u	2%	3%
CC(C)Cn1c(=O)n(C)c(=O)c2[nH]cnc21	2%&-12%&-6%	-4.0%	-8%&4%&6%	-1%&21%&-7%
CCC(C)Sc1nc2c(cnn2-c2ccccc2)c(=O)[nH]1 (stereo unspecified)	-11%	-0.3%	19%	8%

Screens as filed in PubChem.

This is a random part of the collection. Share with any hit: about 1.7%.
